phage Ecoli inh: E. coli growth loss with phage present; 0.26% of 360,000 active; AID 651602; inhibition, % at 11.9 µM; growth absorbance; in the data active = inhibition above about 11%
MITF TRPM1 HTS: MITF TRPM1 promoter activation in melanoma cells; activation, % at 12.5 µM; SK-MEL-5 TRPM1-promoter luciferase, 24 h; % of positive control, neutral wells = 0; 0.75% of 300,000 active; AID 588334;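 active = mean activation of at least 80% with every replicate also reaching 80%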;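 note: 0% = neutral control wells and 100% = parthenolide positive control wells; values of inactives mirror those of a sister screen read the other way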
SR-BI uptake up: SR-BI HDL lipid transfer activation. CHO ldlA[mSR-BI] cells, DiI-HDL uptake fluorescence, 3 h; 100 = double the neutral-control signal. activation, % at 12.5 µM. 0.096% of 320,000 active. AID 504775;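 active = mean replicate activation of at least 60% and every replicate at or above 60%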;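 note: 0% = median plate neutral-control signal and 100% = twice that signal; values of inactives mirror those of a sister screen read the other way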
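Material: SR-BI-overexpressing, LDLR-lacking CHO cells | Dosing: Single compound concentration, delivered by pin transfer | Probe or stimulus: Labelled HDL, 10 µg/mL | Signal: Bottom-read cell fluorescence after medium removal, ex 550/em 595 nm | Schedule: 3 h, 37 °C | Evaluation: HDL uptake via cellular fluorescence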
Ecoli viability: bacterial growth inhibition, counter-screen for AddAB inhibitors. inhibition, % at 11.9 µM. 0.27% of 330,000 active. E. coli V3065 growth, OD600 absorbance, 18 h;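 active = inhibition above the campaign's mean inhibition across all tested compounds plus 3 SD, cut at about 9.9% in these data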;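 note: uninfected addAB+ strain grown without phage in ampicillin broth; 0% = DMSO wells and 100% = ciprofloxacin 0.95 µg/ml wells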
Wnt bcat act: activators of Wnt/beta-catenin signaling. Wnt/beta-catenin reporter cell assay, activator, plate reader. activation, % at 9.35 µM. 1.2% of 300,000 active; in the data active = activation above about 30%, passing the limit was not always enough;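 note: 0% = neutral control wells and 100% = positive control wells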
SR-BI DiI inh: inhibitors of mouse SR-BI mediated HDL lipid uptake. ldlA[mSR-BI] CHO cells, DiI-HDL uptake fluorescence, 3 h. inhibition, % at 12.5 µM. 0.96% of 320,000 active. AID 488896;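 active = mean replicate inhibition of at least 70% and a set share of replicates each scoring 70 or more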;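 note: 0% = median of neutral control wells and 100% = median of positive control wells; values of inactives mirror those of a sister screen read the other way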
Target sequence (Q61009 whole entry, looked up): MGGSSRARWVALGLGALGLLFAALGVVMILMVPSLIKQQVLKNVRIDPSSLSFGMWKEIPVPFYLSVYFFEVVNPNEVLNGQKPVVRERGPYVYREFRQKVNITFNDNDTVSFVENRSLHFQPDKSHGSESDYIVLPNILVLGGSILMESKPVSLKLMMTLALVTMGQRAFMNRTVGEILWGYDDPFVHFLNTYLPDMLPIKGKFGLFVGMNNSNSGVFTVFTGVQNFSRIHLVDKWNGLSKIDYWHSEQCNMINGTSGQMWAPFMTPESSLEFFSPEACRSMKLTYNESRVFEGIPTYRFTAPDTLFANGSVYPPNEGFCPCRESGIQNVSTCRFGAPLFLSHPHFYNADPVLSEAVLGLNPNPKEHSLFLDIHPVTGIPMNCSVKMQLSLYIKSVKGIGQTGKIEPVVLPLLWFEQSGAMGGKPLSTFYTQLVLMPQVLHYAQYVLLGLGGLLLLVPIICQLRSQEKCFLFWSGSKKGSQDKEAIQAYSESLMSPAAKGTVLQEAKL
CAL PDZ FP-1: blocks peptide binding to human CAL PDZ domain; Q9HD26; purified CAL PDZ, TMR-peptide fluorescence polarization, 1 h; inhibition, % at 20 µM; 0.02% of 330,000 active; AID 504414;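 active = highest replicate inhibition of at least 40%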;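 note: plate controls were DMSO neutral control wells for no effect and unlabeled competitor peptide control wells for full effect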
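Material: tagged CAL PDZ protein CerCALP, purified; buffer or medium: sodium phosphate/NaCl buffer pH 7.4 with TCEP, IgG, Thesit; also added: fluorescent TMR peptide probe; schedule: 1 h incubation at room temperature before polarization reading; technique: fluorescence polarization from S- and P-plane intensities, G-factor corrected; control set: unlabelled peptide and DMSO controls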
AddAB inh: less growth of phage-infected E. coli with AddAB. AID 435030. E. coli expressing H. pylori AddAB, absorbance growth. 0.29% of 330,000 active. inhibition, % at 11.9 µM; in the data active = inhibition above about 12%;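 note: 0% = vehicle wells of infected cells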
CAL PDZ FP-2: blocks peptide binding to the human CAL PDZ domain; AID 602252; purified CAL PDZ, TMR-peptide fluorescence polarization, 1 h; inhibition, % at 24.9 µM; 0.92% of 300,000 active; Q9HD26;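 active = mean inhibition of at least 30% with at least half of replicates also reaching 30%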;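 note: 0% = DMSO neutral control and 100% = excess unlabeled competitor peptide PRC23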
Tat export inh: E. coli Tat transport inhibition; E. coli MC4100 TorA-mCherry Tat export, fluorescence; inhibition, % at 10 µM; 0.036% of 340,000 active; AID 488895;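 active = mean replicate inhibition at least 50% and at least half of replicates individually reaching 50%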;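 note: exported cargo escapes ClpAP degradation while cytoplasmic cargo is degraded and loses fluorescence; 0% = median of neutral control wells and 100% = median of NaSCN control wells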
The depositor's hits bear a star; nt = not tested or not shown; & = joins results of further samples.

1: Cc1ccsc1/C=N/N1CCN(c2ccccn2)CC1
2: CCOC(=O)C(=O)Nc1ccc([N+](=O)[O-])cc1OC
3: CCN(CC)S(=O)(=O)c1ccc(/C=C/C(=O)Nc2ccc(F)c(F)c2F)cc1
4: CCN(CC(=O)NCc1ccc(F)cc1)C(=O)c1cccc(S(=O)(=O)N(C)c2ccc(OC)cc2)c1
5: Cc1cccc(CCNc2nc3ccc(C)cc3n3cnnc23)c1
6: CCN(C[C@H]1N[C@@](Cc2ccccc2)(C(=O)OC)[C@H]2C(=O)N(C)C(=O)[C@@H]12)S(=O)(=O)c1ccc(-c2ccccc2)cc1
7: O=c1ncn(-c2ccc(F)cc2)c2ncccc12
8: COc1ccc(/C=N/NC(N)=S)cc1

Assay by compound,1,2,3,4,5,6,7,8
phage Ecoli inh,4.7,0.1,2.1,0.8,3.5,2.2,0.0,-2.6
MITF TRPM1 HTS,nt,-11.3,-15.3,-7.3,67.1,-0.8,-3.5,13.1
SR-BI uptake up,-8.0,15.2,-52.1,-7.0,-28.0,-8.7,4.7,nt
Ecoli viability,-0.2,1.0,0.3,nt,2.7,0.9,-0.5,0.4
Wnt bcat act,12.5,-3.1,-2.0,-5.7,11.4,-2.4,nt,-3.6
SR-BI DiI inh,8.0,-15.2,52.1,7.0,28.0,8.7,-4.7,nt
CAL PDZ FP-1,1.3,-2.2,-1.6,-0.4,-1.0,-1.4,-0.2,-1.9
AddAB inh,1.6,2.9,-0.6,nt,0.1,1.3,3.2,2.4
CAL PDZ FP-2,-1.8,-2.3,nt,-4.3,-5.1,-2.0,1.0,-0.1
Tat export inh,-8.6,-6.1,0.0,-4.9,-10.9,6.0,-14.1,-0.9

9: Cn1c(SCc2cccc(Cl)c2)nc(C(F)(F)F)cc1=O
10: Cc1ccc(C(=O)NC(=S)NNC(=O)c2ccccc2O)cc1
11: CSCc1ccc(C(=O)Nc2ccc(C(N)=O)cc2)cc1
12: CC(=O)Nc1ccc(S(=O)(=O)N2CCC(c3nnc(-c4ccc(C)cc4)o3)CC2)cc1
13: CC(C)C(=O)Nc1ccc(-c2nc3ncccc3o2)cc1
14: O=C(CSc1nncs1)N1CCN(C(=O)c2ccco2)CC1
15: COc1ccc(CCCc2n[nH]c(=S)n2C)cc1C
16: COc1ccc(CNC(=O)C2CCC(CNc3c(N4CCOCC4)c(=O)c3=O)CC2)cc1 (stereo not drawn)

Assay by compound,9,10,11,12,13,14,15,16
phage Ecoli inh,3.0,4.5,1.7,nt,2.2,1.1,-1.3,3.9&3.0
MITF TRPM1 HTS,-19.3,4.1,72.0,nt,nt,-1.0,-5.1,-11.8
SR-BI uptake up,-44.5,-112.1,-7.9,1.6,-4.5,14.9,-14.2,-7.7
Ecoli viability,1.4,9.6,0.9,-2.2,1.9,-1.8,-1.7,1.2
Wnt bcat act,-2.2,0.6,17.6,nt,37.4*,3.3,0.4,-1.0&-5.9
SR-BI DiI inh,44.5,112.1*,7.9,-1.6,4.5,-14.9,14.2,4.1
CAL PDZ FP-1,-2.6,-0.1,-10.1,-2.0,-0.5,-3.4,0.0,0.0&-1.2
AddAB inh,0.6,7.0,1.2,-2.3,4.5,-0.8,-0.2,6.0
CAL PDZ FP-2,nt,-6.7,-1.0,nt,-2.2,-3.7,5.5,-6.8
Tat export inh,11.9,-6.0,-1.3,-4.0,-4.5,-3.2,-2.5,-0.9&-13.5

17: CCOc1ccc(NC(=O)N2CCC(c3nc4ccccc4[nH]3)CC2)cc1
18: CCN(CC)C(=O)Cn1cc(SCC(=O)Nc2cc(C)on2)c2ccccc21
19: C/C(=N\Nc1nc(-c2cc(C)ccc2C)cs1)c1cc2ccccc2oc1=O
20: CCOc1cc(C(=O)NCCCNC(=O)c2cc(OCC)c(OCC)c(OCC)c2)cc(OCC)c1OCC
21: Cc1cc2c(=O)n(C)c(SCC(=O)Nc3ccc(F)cc3)nc2s1
22: O=C1CCc2cc(S(=O)(=O)NC(Cc3ccccc3)C(=O)NC3CCCC3)ccc2N1 (stereo not drawn)
23: Cc1cccc(CCN2C(Nc3ccccc3)=NC[C@@H]2C)c1
24: Cc1[nH]c(=O)[nH]c(=O)c1/C=N/NC(=O)[C@H](C)N

Assay by compound,17,18,19,20,21,22,23,24
phage Ecoli inh,4.7,0.1,3.2,1.3,1.2,2.6,1.7,3.2
MITF TRPM1 HTS,-15.9,-16.0,-3.9,13.0,-3.1,-1.8,11.5,3.2
SR-BI uptake up,-0.8,-3.0,-11.9,-25.4,-15.9,11.6,19.2,nt
Ecoli viability,2.7,1.8,0.7,-0.7,nt,1.3,0.2,-2.5
Wnt bcat act,-2.4,-1.4,nt,0.8,4.9,-2.5,-0.8,1.2
SR-BI DiI inh,0.8,3.0,11.9,25.4,15.9,-11.6,-19.2,nt
CAL PDZ FP-1,0.1,-1.8,-0.9,0.5,-0.1,0.0,0.1,-2.0
AddAB inh,5.8,1.6,1.0,-4.2,nt,4.7,2.0,4.0
CAL PDZ FP-2,-5.0,-4.9,-7.2,-5.5,nt,nt,-1.6,-3.3
Tat export inh,-0.7,-10.4,-4.3,-8.5,-2.2,13.8,-4.8,-5.0

25: Cc1ccc(S(=O)(=O)N(CCC(=O)N2CCOCC2)c2ccccc2)cc1
26: Cc1nnc(SCC(=O)NCc2ccco2)n1-c1ccc(F)cc1
27: CC1=C(C(=O)OCC2CCCO2)C(c2ccncc2)C2=C(CCCC2=O)N1 (stereo not drawn)
28: COc1cc(OC)cc(C(=O)NC(C(=O)Nc2ccc3c(c2)OCO3)C(C)C)c1 (stereo not drawn)
29: CCOCCCNC(=O)C(c1ccc(OC)cc1)N(Cc1ccc2c(c1)OCO2)C(=O)c1ccccn1 (stereo not drawn)
30: CC(C)(C)n1nnnc1C(c1cc2cc3c(cc2[nH]c1=O)OCO3)N1CCN(c2ccccc2)CC1 (stereo not drawn)
31: COc1ccccc1C(=O)NCCC(=O)N1CCN(C(=O)c2ccco2)CC1
32: O=C(O)/C=C/c1ccccc1Oc1ccccc1

Assay by compound,25,26,27,28,29,30,31,32
phage Ecoli inh,1.5,2.3,0.9,1.2,0.5,0.3,0.8,nt
MITF TRPM1 HTS,-3.6,5.4,-3.9,-4.4,4.9,-10.3,-5.1,nt
SR-BI uptake up,-10.5,8.5,16.2,22.9,23.2,-14.5,29.5,-9.6
Ecoli viability,nt,-1.1,1.8,-3.0,-2.8,-1.1,nt,0.8
Wnt bcat act,2.6,nt,nt,-2.8,-0.3,nt,1.3,nt
SR-BI DiI inh,10.5,-8.5,-16.2,-22.9,-23.2,14.5,-29.5,9.6
CAL PDZ FP-1,-0.3,-2.0,0.3,-0.8,-2.0,0.2,-1.6,-1.1
AddAB inh,nt,2.6,3.2,-0.1,0.8,1.3,nt,2.9
CAL PDZ FP-2,-3.0,-7.1,-3.0,nt,-3.1,-2.4,-1.3,nt
Tat export inh,-3.0,2.5,1.9,-1.3,3.1,-2.8,-7.4,-6.3

33: Cn1c(CSc2ncn[nH]2)nc2ccccc21
34: C=CCOc1cc(C)nc(-c2ccccc2O)n1
35: COC1OC2COC(c3ccccc3)OC2C(OC(C)=O)C1OC(C)=O (stereo not drawn)
36: O=C(NCc1ccc(Cl)cc1)C(=O)NCC1OCCN1S(=O)(=O)c1ccc2c(c1)OCCO2 (stereo not drawn)
37: CN(C(=O)c1ccco1)c1nc(CC(=O)Nc2ccccc2)cs1
38: COc1ccc(N2CCN(C(CNC(=O)C(=O)NC3CCCC3)c3ccco3)CC2)cc1 (stereo not drawn)
39: Cn1nnnc1SCC(=O)Nc1ccc2c(c1)OCO2
40: Cc1nc2sc(C(c3ccccc3)N3CCN(c4ccccc4F)CC3)c(O)n2n1 (stereo not drawn)

Assay by compound,33,34,35,36,37,38,39,40
phage Ecoli inh,2.0,2.2,3.6,1.4,2.9,6.4,2.0,-0.6
MITF TRPM1 HTS,-7.7,nt,-1.1,nt,nt,-5.2,27.9,nt
SR-BI uptake up,68.4*,-6.8,23.6,9.4,9.1,-19.4,9.9,4.8
Ecoli viability,1.1,-0.6,nt,0.3,2.6,-0.2,0.9,-0.8
Wnt bcat act,nt,3.5,3.2,0.6,-0.1,-1.7,3.5,nt
SR-BI DiI inh,-68.4,6.8,-23.6,-9.4,-9.1,19.4,-9.9,-4.8
CAL PDZ FP-1,0.2,-0.2,0.6,-1.3,-0.8,0.7,-1.2,-1.0
AddAB inh,3.6,0.9,nt,-1.4,3.9,1.9,3.6,3.1
CAL PDZ FP-2,-2.5,-1.1,-6.6,nt,-4.4,0.2,nt,1.4
Tat export inh,1.1,-8.1,-3.2,7.7,-0.2,-2.7,-11.6,-3.4

41: Cc1cccc(CC(=O)N2CCOCC2)c1
42: COC(=O)c1ccc(NS(=O)(=O)c2c(C)[nH]c(C)c2C(=O)N2CCCC2)cc1
43: CCOC(=O)C(=CNc1ccccc1C)C(=O)OCC
44: O=C(NCc1cc(C(F)(F)F)cc(C(F)(F)F)c1)C1CC(c2ccccc2C(F)(F)F)=NO1 (stereo not drawn)

Assay by compound,41,42,43,44
phage Ecoli inh,2.4,0.2,0.9,2.4
MITF TRPM1 HTS,-3.9,-3.7,-5.7,nt
SR-BI uptake up,-6.1,11.2,-1.3,nt
Ecoli viability,-0.8,2.7,-0.7,-1.2
Wnt bcat act,-0.6,-0.6,nt,-6.7
SR-BI DiI inh,6.1,-11.2,1.3,nt
CAL PDZ FP-1,-2.0,0.7,-0.8,nt
AddAB inh,3.0,2.1,-3.8,4.0
CAL PDZ FP-2,-5.2,-7.4,-2.4,nt
Tat export inh,12.8,1.1,16.2,nt

Given as labelled records: part of the list above
42. COC(=O)c1ccc(NS(=O)(=O)c2c(C)[nH]c(C)c2C(=O)N2CCCC2)cc1
- phage Ecoli inh: 0.2
- MITF TRPM1 HTS: -3.7
- SR-BI uptake up: 11.2
- Ecoli viability: 2.7
- Wnt bcat act: -0.6
- SR-BI DiI inh: -11.2
- CAL PDZ FP-1: 0.7
- AddAB inh: 2.1
- CAL PDZ FP-2: -7.4
- Tat export inh: 1.1

43. CCOC(=O)C(=CNc1ccccc1C)C(=O)OCC
- phage Ecoli inh: 0.9
- MITF TRPM1 HTS: -5.7
- SR-BI uptake up: -1.3
- Ecoli viability: -0.7
- Wnt bcat act: nt
- SR-BI DiI inh: 1.3
- CAL PDZ FP-1: -0.8
- AddAB inh: -3.8
- CAL PDZ FP-2: -2.4
- Tat export inh: 16.2

High-throughput results (PubChem)
